ATG4B inhibitor = ATG4B protease inhibitors, primary screen, biochemical, fluorescence, uHTS; Cysteine protease ATG4B (Homo sapiens), Q9Y4P1; ATG4B cleavage of LC3-PLA2, NBD-HPC fluorescence, 1 h; inhibition, % at 8.33 µM; actives 0.51% (n = 340,000); in the data active means inhibition above about 40%
Gli-Sufu antag = Gli-Sufu pathway antagonists, primary screen, luciferase luminescence, Sufu-KO-LIGHT cells, uHTS; inhibition, % at 5 µM; actives 0.74% (n = 340,000); Sufu-KO-LIGHT fibroblasts, Gli luciferase reporter luminescence;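 active means inhibition above about 55%, limit read from the data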;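 further: 0% = DMSO-treated cells and 100% = wells with medium but no cells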
EBI2 block = EBI2 receptor antagonists, beta-arrestin recruitment, primary screen, cell-based, luminescence, 7a,25-OHC stimulation, uHTS | G-protein coupled receptor 183 (Homo sapiens), P32249 | 7a,25-OHC stimulated | inhibition, % at 5 µM | actives 0.81% (n = 360,000) | AID 651636, 2012; in the data active means inhibition above about 38%;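 further: enzyme fragment complementation signal reports receptor beta-arrestin coupling in cells; 0% = agonist plus DMSO wells and 100% = wells without agonist; some results beyond the cut were filed as inactive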
APJ ag = agonists of human apelin receptor APJ, primary screen, CHO-K1 cells, PathHunter beta-arrestin, luminescence | P35414 | actives 0.11% (n = 330,000) | activation, % at 20 µM | 0% DMSO wells, 100% apelin;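 active means activation more than six SD over the plate average, tested at 20 µM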;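 further: 0% = DMSO alone and 100% = apelin-13 at 10 nM; some results filed as inactive read as strong as hits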
Target sequence (P35414 whole entry, looked up): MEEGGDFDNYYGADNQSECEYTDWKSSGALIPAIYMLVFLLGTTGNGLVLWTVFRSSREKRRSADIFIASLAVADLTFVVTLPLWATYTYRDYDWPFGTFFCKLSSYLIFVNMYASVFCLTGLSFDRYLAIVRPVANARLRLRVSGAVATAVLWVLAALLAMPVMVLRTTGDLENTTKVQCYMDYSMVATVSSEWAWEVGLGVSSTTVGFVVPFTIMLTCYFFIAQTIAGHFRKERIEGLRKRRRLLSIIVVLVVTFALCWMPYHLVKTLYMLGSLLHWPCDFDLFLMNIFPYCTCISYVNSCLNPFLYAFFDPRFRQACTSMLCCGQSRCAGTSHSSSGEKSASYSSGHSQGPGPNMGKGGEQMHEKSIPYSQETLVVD
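system = engineered CHO-K1 APJ arrestin reporter cells | input = 1000 cells per well | timing = overnight seeding, 90 min compound at 25 °C, 1 h detection | measured by = enzyme-fragment complementation luminescence | read-out = beta-arrestin recruitment to APJ as agonist activity, luminescent signal | control set = negative DMSO alone, positive Apelin-13 at 10 nM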
CXCR6 block = CXCR6 receptor inhibitors, primary screen, cell-based, beta-arrestin, luminescence, CHO-K1 PathHunter, 1536-well. inhibition, % at 20 µM. AID 602244, 2012. C-X-C chemokine receptor type 6 (Homo sapiens), O00574. actives 0.36% (n = 360,000); in the data active means inhibition above about 34%, passing the limit was not always enough;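 further: antagonist mode with CXCL16 agonist at 10 nM final; 0% = 10 nM CXCL16 with DMSO and 100% = unstimulated wells without agonist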
CCR6 antag = CCR6 receptor antagonists, primary screen, cell-based, CHO-K1, luminescence, beta-arrestin, uHTS; inhibition, % at 20 µM; actives 0.49% (n = 340,000); C-C chemokine receptor type 6 (Homo sapiens), P51684; AID 493098, 2011; CHO-K1 CCR6 PathHunter beta-arrestin, CCL20-stimulated;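 active means compounds whose inhibition of the agonist-driven luminescence signal at 20 µM reaches about 50%, limit read from the data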;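 further: cells stimulated with CCL20 at 14 nM final; plate controls were DMSO with CCL20 for no effect and DMSO without agonist for full effect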
Target sequence (P51684 whole entry, looked up): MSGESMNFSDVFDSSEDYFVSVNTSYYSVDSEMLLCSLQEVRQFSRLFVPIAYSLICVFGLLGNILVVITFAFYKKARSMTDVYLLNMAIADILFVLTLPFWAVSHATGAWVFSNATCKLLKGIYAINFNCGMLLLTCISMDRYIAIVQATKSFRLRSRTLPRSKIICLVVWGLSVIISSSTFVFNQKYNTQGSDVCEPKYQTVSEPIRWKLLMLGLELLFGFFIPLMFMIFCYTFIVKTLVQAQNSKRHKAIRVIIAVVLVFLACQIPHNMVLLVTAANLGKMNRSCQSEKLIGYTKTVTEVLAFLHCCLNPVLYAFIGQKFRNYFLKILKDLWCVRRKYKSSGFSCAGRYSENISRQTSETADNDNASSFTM
APJ antagonist = antagonists of human apelin receptor APJ, primary screen, CHO-K1 cells, beta-arrestin complementation, luminescence; inhibition, % at 20 µM; actives 0.32% (n = 330,000); AID 2521, 2010;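 active means inhibition above about 40% at 20 µM, limit read from the data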;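 further: cells challenged with 10 nM apelin-13 agonist together with compound; plate controls were apelin-13 plus DMSO wells for no effect and DMSO wells lacking apelin-13 for full effect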
UBC13 inh = UBC13 polyubiquitin chain formation inhibitors, primary screen, biochemical, TR-FRET, uHTS; Ubiquitin-conjugating enzyme E2 N (Homo sapiens), P61088; inhibition, % at 20 µM; actives 0.47% (n = 330,000); in the data active means inhibition above about 45%, passing the limit was not always enough
Target sequence (P61088 whole entry, looked up): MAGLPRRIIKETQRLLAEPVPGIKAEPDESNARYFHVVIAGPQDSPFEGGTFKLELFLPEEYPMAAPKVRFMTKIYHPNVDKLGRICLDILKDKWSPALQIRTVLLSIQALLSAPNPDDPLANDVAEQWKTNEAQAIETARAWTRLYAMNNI
Numbers without * were called inactive.

What do the screens show for `COc1cccc(-c2cc(C(=O)NCC3CCCO3)c3cc(Br)cc(C)c3n2)c1` (stereo unspecified)?
ATG4B inhibitor: 2; Gli-Sufu antag: 11; EBI2 block: 8; APJ ag: 4; CXCR6 block: -3; CCR6 antag: 0; APJ antagonist: -7; UBC13 inh: -24

How did O=C(Cc1nc(-c2ccc(Br)s2)cs1)NCCN1CCOCC1 do in these assays?
ATG4B inhibitor: -15; Gli-Sufu antag: 9; EBI2 block: 1; APJ ag: 0; CXCR6 block: -2; CCR6 antag: -6; APJ antagonist: -26; UBC13 inh: -14

What do the screens show for `O=C(NCc1ccccc1Cl)C(=O)c1c[nH]c2ccccc12`?
ATG4B inhibitor: 5; Gli-Sufu antag: -13; EBI2 block: -18; APJ ag: -1; CXCR6 block: 0; CCR6 antag: 0; APJ antagonist: 15; UBC13 inh: 11

How did O=C(CCCNS(=O)(=O)c1cccc2nsnc12)NCc1ccccc1 do in these assays?
ATG4B inhibitor: -12; Gli-Sufu antag: 5; EBI2 block: 4; APJ ag: -3; CXCR6 block: 2; CCR6 antag: 4; APJ antagonist: -1; UBC13 inh: 4

How did CCCN1C(=O)CC(C(=O)OC)=C1C do in these assays?
ATG4B inhibitor: 2; Gli-Sufu antag: -10; EBI2 block: -1; APJ ag: 1; CXCR6 block: -17; CCR6 antag: 3; APJ antagonist: 1; UBC13 inh: 3

How did CC1=CCC(C(=O)O)C(C(=O)NC2CCCCC2)C1 (stereo unspecified) do in these assays?
ATG4B inhibitor: -2; Gli-Sufu antag: -2; EBI2 block: -13; APJ ag: 1; CXCR6 block: -3; CCR6 antag: 19; APJ antagonist: -4; UBC13 inh: -3

How did Cc1cccc(CN2CCN(Cc3ccc4nonc4c3)CC2CCO)n1 (stereo unspecified) do in these assays?
ATG4B inhibitor: -11; Gli-Sufu antag: 6; EBI2 block: -3; APJ ag: -4; CXCR6 block: 0; CCR6 antag: 1; APJ antagonist: -5; UBC13 inh: -3

How did Cc1ccc(/C=N\NC(=O)Cn2c(C)nc3ccccc32)o1 do in these assays?
ATG4B inhibitor: -9; Gli-Sufu antag: 5; EBI2 block: -4; APJ ag: -12; CXCR6 block: -2; CCR6 antag: -5; APJ antagonist: -5; UBC13 inh: -7

What do the screens show for `C=CCn1c(COc2ccc(CC)cc2)nnc1SC/C(O)=C(\C#N)c1nc2ccccc2[nH]1`?
ATG4B inhibitor: -8; Gli-Sufu antag: 4; EBI2 block: -6; APJ ag: 5; CXCR6 block: -16; CCR6 antag: -2; APJ antagonist: -2; UBC13 inh: -18

What do the screens show for `CCN(CC)C(=O)CSc1nc2ccccc2c(=O)n1CC1CCCCC1`?
ATG4B inhibitor: 9; Gli-Sufu antag: -14; EBI2 block: -8; APJ ag: -2; CXCR6 block: 9; CCR6 antag: 17; APJ antagonist: 17; UBC13 inh: 0

Results for COc1ccccc1NS(=O)(=O)c1ccc(N2CCOCC2)c(N)c1 ?
ATG4B inhibitor: -12; Gli-Sufu antag: 8; EBI2 block: 24; APJ ag: -4; CXCR6 block: 3; CCR6 antag: 4; APJ antagonist: -4; UBC13 inh: -2

Results for Cc1nnc(SCC(=O)NCc2ccc(F)cc2)[nH]c1=O ?
ATG4B inhibitor: 0; Gli-Sufu antag: -7; EBI2 block: -7; APJ ag: -1; CXCR6 block: -4; CCR6 antag: -8; APJ antagonist: 2; UBC13 inh: -3

What do the screens show for `Cc1c(NC(=O)C(C)N2C(=O)c3ccccc3C2=O)c(=O)n(-c2ccccc2)n1C` (stereo unspecified)?
ATG4B inhibitor: -2; Gli-Sufu antag: -18; EBI2 block: 0; APJ ag: -4; CXCR6 block: -12; CCR6 antag: -6; APJ antagonist: 5; UBC13 inh: 3

Results for CSc1ccccc1C(=O)N1CCN(c2ncccn2)CC1 ?
ATG4B inhibitor: 3; Gli-Sufu antag: -11; EBI2 block: -2; APJ ag: 0; CXCR6 block: 1; CCR6 antag: 3; APJ antagonist: 5; UBC13 inh: 8

Results for COc1cc(C(=O)NCCNc2nc3cc(C)ccc3cc2C#N)cc(OC)c1OC ?
ATG4B inhibitor: 1; Gli-Sufu antag: 0; EBI2 block: 0; APJ ag: -2; CXCR6 block: -4; CCR6 antag: -3; APJ antagonist: -2; UBC13 inh: 29

What do the screens show for `O=C(NC(=S)Nc1ccc(S(=O)(=O)N2CCOCC2)cc1)c1ccccc1[N+](=O)[O-]`?
ATG4B inhibitor: -2; Gli-Sufu antag: 6; EBI2 block: 1; APJ ag: 3; CXCR6 block: 26; CCR6 antag: 38; APJ antagonist: 5; UBC13 inh: -4

What do the screens show for `CNS(=O)(=O)c1ccc(NC(=O)c2ccoc2C)cc1`?
ATG4B inhibitor: -3; Gli-Sufu antag: -9; EBI2 block: -13; APJ ag: -2; CXCR6 block: 0; CCR6 antag: -2; APJ antagonist: 10; UBC13 inh: 4

How did CCOC(=O)CSc1nnc(NC(=O)c2cc([N+](=O)[O-])cc([N+](=O)[O-])c2)s1 do in these assays?
ATG4B inhibitor: -9; Gli-Sufu antag: 0; EBI2 block: -5; APJ ag: 2; CXCR6 block: 2; CCR6 antag: 19; APJ antagonist: -60; UBC13 inh: -8

Results for O=C(NC(c1ccccc1)c1ccccc1)C1CCCN(S(=O)(=O)c2cnc[nH]2)C1 (stereo unspecified) ?
ATG4B inhibitor: -4; Gli-Sufu antag: 0; EBI2 block: -2; APJ ag: -3; CXCR6 block: -4; CCR6 antag: 11; APJ antagonist: -1; UBC13 inh: 0

How did CC(=O)Nc1nonc1NC(C)=O do in these assays?
ATG4B inhibitor: 2; Gli-Sufu antag: -1; EBI2 block: 11; APJ ag: -3; CXCR6 block: -1; CCR6 antag: 0; APJ antagonist: -14; UBC13 inh: -2

What do the screens show for `C=C1CCC[C@]2(C)C[C@H]3OC(=O)C(CNC(C)CCCC(C)C)[C@H]3CC12` (stereo partly specified)?
ATG4B inhibitor: 10; Gli-Sufu antag: 11; EBI2 block: -8; APJ ag: -3; CXCR6 block: 7; CCR6 antag: 1; APJ antagonist: 0; UBC13 inh: 27

Results for O=c1[nH]c(=S)[nH]cc1S(=O)(=O)c1cccc(Cl)c1 ?
ATG4B inhibitor: -10; Gli-Sufu antag: 8; EBI2 block: -14; APJ ag: -2; CXCR6 block: -10; CCR6 antag: 12; APJ antagonist: 24; UBC13 inh: 33

Results for CC1CCN(S(=O)(=O)c2ccc(NC(=S)NC(=O)c3ccc(Cl)cc3)cc2)CC1 ?
ATG4B inhibitor: 1; Gli-Sufu antag: 34; EBI2 block: 16; APJ ag: -5; CXCR6 block: 14; CCR6 antag: 55*; APJ antagonist: 32; UBC13 inh: 1

How did CS(=O)(=O)N(CC(=O)NCc1ccncc1)c1ccc(F)c(Cl)c1 do in these assays?
ATG4B inhibitor: 7; Gli-Sufu antag: -2; EBI2 block: -10; APJ ag: 0; CXCR6 block: 0; CCR6 antag: -3; APJ antagonist: 1; UBC13 inh: 1

How did Cc1ccc(-c2nnn(CC(=O)N(CCCO)C(C(=O)NC3CCCC3)c3ccc(Cl)cc3)n2)o1 (stereo unspecified) do in these assays?
ATG4B inhibitor: -12; Gli-Sufu antag: 4; EBI2 block: 6; APJ ag: 3; CXCR6 block: -1; CCR6 antag: 11; APJ antagonist: -20; UBC13 inh: 4

How did CSC1=NCCN1S(=O)(=O)c1ccc(C)cc1 do in these assays?
ATG4B inhibitor: 0; Gli-Sufu antag: 0; EBI2 block: 6; APJ ag: -5; CXCR6 block: 1; CCR6 antag: -4; APJ antagonist: 12; UBC13 inh: 9

What do the screens show for `Cc1ccc(N(CC(=O)NCCSc2nc3ccccc3s2)S(=O)(=O)c2ccccc2)c(C)c1`?
ATG4B inhibitor: 4; Gli-Sufu antag: 6; EBI2 block: 46*; APJ ag: -2; CXCR6 block: 7; CCR6 antag: 9; APJ antagonist: -2; UBC13 inh: 0

How did CCc1cc2c(=O)c(-c3ccc4c(c3)OCCO4)c(C)oc2cc1OS(C)(=O)=O do in these assays?
ATG4B inhibitor: -5; Gli-Sufu antag: 14; EBI2 block: 4; APJ ag: 2; CXCR6 block: -10; CCR6 antag: 22; APJ antagonist: -3; UBC13 inh: -2

What do the screens show for `Cn1c(=O)c2c(ncn2CC(=O)OCC(=O)Nc2cc(Cl)ccc2C#N)n(C)c1=O`?
ATG4B inhibitor: 1; Gli-Sufu antag: -43; EBI2 block: -6; APJ ag: -1; CXCR6 block: 1; CCR6 antag: -4; APJ antagonist: 3; UBC13 inh: -16

What do the screens show for `COc1cccc(N(CC(=O)NC2CCCCC2)C(=O)c2snc(C(N)=O)c2N)c1`?
ATG4B inhibitor: 1; Gli-Sufu antag: 5; EBI2 block: 6; APJ ag: -3; CXCR6 block: 2; CCR6 antag: 13; APJ antagonist: -35; UBC13 inh: 11

How did COCCNC(=O)CN(c1cc(Cl)ccc1OC)S(=O)(=O)c1ccc(C)c([N+](=O)[O-])c1 do in these assays?
ATG4B inhibitor: -2; Gli-Sufu antag: 11; EBI2 block: -6; APJ ag: -4; CXCR6 block: -2; CCR6 antag: 5; APJ antagonist: 2; UBC13 inh: 8

Ordered by heavy-atom count (ascending): some entries from above
How did CSC1=NCCN1S(=O)(=O)c1ccc(C)cc1 do in these assays?
ATG4B inhibitor: 0; Gli-Sufu antag: 0; EBI2 block: 6; APJ ag: -5; CXCR6 block: 1; CCR6 antag: -4; APJ antagonist: 12; UBC13 inh: 9

Results for O=c1[nH]c(=S)[nH]cc1S(=O)(=O)c1cccc(Cl)c1 ?
ATG4B inhibitor: -10; Gli-Sufu antag: 8; EBI2 block: -14; APJ ag: -2; CXCR6 block: -10; CCR6 antag: 12; APJ antagonist: 24; UBC13 inh: 33

How did CS(=O)(=O)N(CC(=O)NCc1ccncc1)c1ccc(F)c(Cl)c1 do in these assays?
ATG4B inhibitor: 7; Gli-Sufu antag: -2; EBI2 block: -10; APJ ag: 0; CXCR6 block: 0; CCR6 antag: -3; APJ antagonist: 1; UBC13 inh: 1

Results for CC1CCN(S(=O)(=O)c2ccc(NC(=S)NC(=O)c3ccc(Cl)cc3)cc2)CC1 ?
ATG4B inhibitor: 1; Gli-Sufu antag: 34; EBI2 block: 16; APJ ag: -5; CXCR6 block: 14; CCR6 antag: 55*; APJ antagonist: 32; UBC13 inh: 1

What do the screens show for `Cn1c(=O)c2c(ncn2CC(=O)OCC(=O)Nc2cc(Cl)ccc2C#N)n(C)c1=O`?
ATG4B inhibitor: 1; Gli-Sufu antag: -43; EBI2 block: -6; APJ ag: -1; CXCR6 block: 1; CCR6 antag: -4; APJ antagonist: 3; UBC13 inh: -16

How did COCCNC(=O)CN(c1cc(Cl)ccc1OC)S(=O)(=O)c1ccc(C)c([N+](=O)[O-])c1 do in these assays?
ATG4B inhibitor: -2; Gli-Sufu antag: 11; EBI2 block: -6; APJ ag: -4; CXCR6 block: -2; CCR6 antag: 5; APJ antagonist: 2; UBC13 inh: 8

What do the screens show for `Cc1ccc(N(CC(=O)NCCSc2nc3ccccc3s2)S(=O)(=O)c2ccccc2)c(C)c1`?
ATG4B inhibitor: 4; Gli-Sufu antag: 6; EBI2 block: 46*; APJ ag: -2; CXCR6 block: 7; CCR6 antag: 9; APJ antagonist: -2; UBC13 inh: 0
